Screening data: PubChem, SRMLSC
SKBR3 24h inh = SK-BR-3 proliferation inhibitors; SK-BR-3 viability, CellTiter-Glo ATP luminescence, 24 h; active compounds read low; viability, % at 10 µM; hit rate 0.47% among 41,000; AID 847;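 active = viability at or below the median of all test compounds minus 3 SD, in both replicates if run twice, cut at about 45% in these data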;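 note: 100% = median untreated cell wells and 0% = median positive control drug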
Starred values were filed as active, the others as inactive. Not all compounds are listed; count on the stated rates, not on these rows.

Structure | SKBR3 24h inh
O=S(=O)(NC1c2cccc3cccc(c23)C1N1CCN(CCO)CC1)c1ccccc1 (stereo not given) | 82
CCOC(=O)C(C)Sc1nc(-c2cccs2)ccc1C#N (stereo not given) | 78
CCSc1ccccc1C(=O)NCCCn1ccnc1 | 85
C=C(C)Cn1c(COc2ccccc2)nnc1SCC(=O)O | 101
Cn1c(=O)c2c(nc(Cl)n2Cc2ccncc2)n(C)c1=O | 75
N#CC1=C(N)SC(N)=C(C#N)C1c1ccc(C(F)(F)F)cc1 | 93
COc1ccc(N2CCN(C(=O)CCS(=O)(=O)c3cccc4nsnc34)CC2)cc1 | 85
COc1ccc(-c2cc3nc4n(c(=O)c3s2)CCOC4)cc1 | 108
CCN(CC)C(=O)C1=C(C)NC(=O)NC1c1ccccc1F (stereo not given) | 94
Cc1cccc2cc(CN(Cc3nnnn3Cc3ccco3)C3CCCC3)c3nnnn3c12 | 90
CN(Cc1ccccc1)S(=O)(=O)c1ccc2c(c1)n(C)c(=O)n2C | 91
Cc1cc(C)c(C#N)c(OCC(=O)c2ccccc2)n1 | 95
CCOc1ccc2sc(NS(=O)(=O)c3ccc(OC)c(OC)c3)nc2c1 | 89
COc1cc(NC(=O)C2CCCN(S(=O)(=O)c3cccc4nsnc34)C2)cc(OC)c1 (stereo not given) | 70
Cc1ccc2cc(C#N)c(NCCCNC(=O)C3CCCO3)nc2c1 (stereo not given) | 80
C1CCc2c(nnc3c2-c2nonc2CC3)C1 | 65
CCc1nc(NCC2CCCO2)c(C#N)c2c1COC(C)(C)C2 (stereo not given) | 87
CCCn1c2c(c(O)c(C(=O)Nc3nc(C)cs3)c1=O)CCCC2 | 92
COc1ccc(-c2csc(NCc3ccco3)n2)cc1 | 102
CCCCC(=O)N(CCOC)c1nnc(-c2ccc(OC)cc2)s1 | 92
COc1ccc(-c2nnnn2C)cc1S(=O)(=O)NCCc1ccccc1 | 89
CCCOc1nc(N)c(C#N)c(-c2ccccc2F)c1C#N | 90
Cc1[nH]c2ccccc2c1CCO | 84
CS(=O)(=O)c1ccc2nc(NC(NC(=O)c3ccco3)(C(F)(F)F)C(F)(F)F)sc2c1 | 90
COc1ccccc1OCCC(=O)OCC(=O)NC(=O)NC(C)(C)C | 110
Cc1ccc(C(=O)Nc2ccccc2N2CCN(C(=O)C(C)C)CC2)cc1 | 64
COc1cc2c(cc1OC)CN(C(=O)CSc1nc(N)c(C#N)cc1C#N)CC2 | 88
CCc1c(C)nc(N)n2c(SCC(=O)N3CCN(c4ccccc4OC)CC3)nnc12 | 94
CC1=[N+]([O-])C(N2CCOCC2)C(O)(c2ccccc2)C1 (stereo not given) | 91
CC(C)NS(=O)(=O)c1ccc(OCC(=O)Nc2ccc3c(c2)OCCO3)cc1 | 86
CCOc1nc(-c2ccc(C)cc2)ccc1-c1noc(COC)n1 | 88
O=C(O)CN1C(=O)CSc2ccccc21 | 131
COC(=O)C(Cc1cnc[nH]1)NC(=O)C1CCC(=O)N1 (stereo not given) | 104
O=S(=O)(c1ccc(OCC(O)CN2CCc3ccccc3C2)cc1)N1CCOCC1 (stereo not given) | 85
Cc1ccc(-c2cnc(N)n2C)cc1C | 80
CCc1ccc2[nH]cc(C(=O)OCCOC)c(=O)c2c1 | 90
CC(C)Cn1c(N)c(S(=O)(=O)c2cccs2)c2nc3ccccc3nc21 | 64
C=C(C)Cn1c(CCNC(=O)CC)nc2ccccc21 | 73
COc1ccc(-c2noc(CCCC(=O)NCCc3ccccc3)n2)cc1OC | 85
Cc1sc(NC(=O)CSc2nnc(COc3ccccc3)n2C)c(C#N)c1C | 87
NC(=O)c1ccc(N2CCCCC2)c(N2C(=O)CCC2=O)c1 | 89
CCOc1ccc(NCC(=O)Nc2ccc(C)cc2C)cc1 | 85
O=C(Nc1ccccc1O)c1ccc(Cl)cc1 | 86
CCOC(=O)Cc1csc(NC(=O)Nc2ccccc2)n1 | 111
COc1ccc(S(=O)(=O)N(CCCN2CCCC2=O)Cc2cc3c(C)ccc(C)c3[nH]c2=O)cc1 | 78
NS(=O)(=O)c1ccc(CCNC(=O)NC2(C(F)(F)F)Oc3ccccc3O2)cc1 | 101
CCN1C(=O)/C(=C2/SC(C)=C(C)N2CC)SC1=S | 92
Cc1cccc(NC(=O)c2ccccc2NC(=O)C(C)(C)C)n1 | 100
CCN(CC)S(=O)(=O)c1ccc(NC(=O)C(OC)c2ccccc2)cc1 (stereo not given) | 82
O=C(Cn1c(=O)n(CC2CCCO2)c(=O)c2ccccc21)c1ccccc1 (stereo not given) | 90

The list goes on.
Structure | SKBR3 24h inh
CC(=O)N1CCN(CC(O)COc2ccc(OCc3ccccc3)cc2)CC1 (stereo not given) | 119
Cc1c(NC(=O)CSc2nc(-c3ccco3)cc(C(F)(F)F)n2)c(=O)n(-c2ccccc2)n1C | 93
COCCCn1c2nc3ccccc3nc2c2c(=O)n(Cc3ccc(Cl)cc3)cnc21 | 76
Cc1ccc2nc(C3CCN(CC(=O)Nc4ccc5c(c4)OCCO5)CC3)[nH]c2c1 | 90
COC(=O)c1ccc(CSc2nnc(-c3ccncc3)o2)o1 | 90
COc1ccccc1C(=O)N1CCN=C1c1ccccc1 | 111
Cc1nc(SCC(=O)c2c[nH]c3ccccc23)n[nH]1 | 89
CCOC(=O)C1=C(c2ccccc2)N(C)C(=O)NC1c1ccc(O)c(OC)c1 (stereo not given) | 97
O=C(COC(=O)C1CCCN1C(=O)c1cccs1)c1ccccc1 (stereo not given) | 91
COc1cc(C(=S)N2CCC(C(N)=O)CC2)ccc1O | 95
CC(C)CCNC(=O)C1CCCN(S(=O)(=O)c2ccc(F)cc2)C1 (stereo not given) | 95
Cc1nn(Cc2ccccc2)c(C)c1NC(=O)c1cc(-c2ccc3c(c2)OCO3)on1 | 75
Cc1cccc(C)c1OCC(=O)Nn1c(C)nc2ccccc2c1=O | 103
C=C(C)Cn1c(SCC)nc2ccccc2c1=O | 98
COc1ccccc1/C=c1\sc2nc(-c3cccs3)nn2c1=O | 92
COc1ccc(Cl)cc1S(=O)(=O)N1CCN(c2ccc(F)cc2)CC1 | 78
O=C1CC(=O)N(Cc2ccco2)C(=O)N1 | 88
CC1CCN(S(=O)(=O)c2ccc3[nH]c(=O)c(=O)[nH]c3c2)CC1 | 90
COc1ccccc1OCC(O)Cn1c(=N)n(Cc2ccccc2)c2ccccc21 (stereo not given) | 81
Cc1[nH]nc2c1C(c1cccnc1)N(c1ccc(Br)cc1)C2=O (stereo not given) | 87
CCn1c(SCC(=O)Nc2ccc3c(c2)OCO3)nc2c1c(=O)n(C)c(=O)n2C | 96
O=C(CN(c1ccc2c(c1)OCCO2)S(=O)(=O)c1ccccc1)Nc1ccc2c(c1)OCO2 | 95
O=S(=O)(c1ccccc1)N1CCN(Cc2cccc(Cl)c2)CC1 | 82
CC1CC(C)CN(c2nc3c(c(=O)n(C)c(=O)n3C)n2C)C1 (stereo not given) | 81
O=C(CSc1nnc(-c2ccccn2)n1Cc1ccccc1)Nc1ccc2c(c1)OCO2 | 73
O=C(Nc1ccon1)c1sc2cc(F)ccc2c1Cl | 92
O=C(c1ccccc1F)N1CCN(Cc2cccc(Cl)c2)CC1 | 87
CC(C)CNC(=O)c1ccccc1NC(=O)c1ccc(CN2CCOCC2)cc1 | 110
C=CCc1c(C)nn(CC(=O)O)c1-c1ccccc1 | 110
CCc1nnc(NC(=O)CCN2C(=O)CCC2=O)s1 | 107
O=C(NCCN1CCOCC1)NC1(C(F)(F)F)Oc2ccccc2O1 | 78
COc1cc(NS(C)(=O)=O)c(OC)cc1NC(=O)c1ccccc1 | 93
c1ccc(-c2nc(NCCCN3CCOCC3)c3ccccc3n2)cc1 | 89
CCOc1ccc(N(Cc2cc3cc(OC)ccc3[nH]c2=O)C(=O)C2CCCO2)cc1 (stereo not given) | 100
COc1ccc(S(=O)(=O)N2CCCCC2)cc1C(C)C | 80
COC(=O)CC1C(=O)NCCN1C(=O)c1ccccc1 (stereo not given) | 108
COc1ccc(C2/C(=C(\O)c3ccc4c(c3)OCCO4)C(=O)C(=O)N2CCCN(C)C)cc1 (stereo not given) | 85
COc1ccc(N2CCN(Cc3nc4ccccc4c(=O)[nH]3)CC2)cc1 | 88
CC(C)(C)OC(=O)NCC(=O)N1CCC(C(=O)O)CC1 | 82
COC(=O)Cn1c(C)nc2c(sc3nc(C)cc(C)c32)c1=O | 75
Cc1onc(-c2ccccc2Cl)c1C(=O)NCc1ccc(N2CCCC2=O)cc1 | 98
Cc1ccc(-c2nnn(Cc3nc4ccccc4s3)n2)cc1 | 87
O=C(CNS(=O)(=O)c1cccs1)N1CCc2ccccc2C1 | 95
C=C(C)c1cccc(C(C)(C)NC(=O)N2CCN(CC(N)=O)CC2)c1 | 93
Cc1cc(C)c2nc(NC3=NCN(CCN4CCOCC4)CN3)nc(C)c2c1 | 94
CCN1C2=NCCCN2c2ccccc21 | 89
O=S(CCc1ccncc1)Cc1ccccc1 (stereo not given) | 128
O=C(NCCO)c1cccc2c1C(=O)c1ccccc1-2 | 113
Cc1ccc(-c2ccc(=O)n(CC(=O)NCCN(C)C)n2)cc1 | 86
COc1cc(C(=O)NCc2ccc3c(c2)OCO3)ccc1OCc1c(C)noc1C | 98

Among those listed so far, these contain a furan ring, fused or not.
Structure | SKBR3 24h inh
Cc1cccc2cc(CN(Cc3nnnn3Cc3ccco3)C3CCCC3)c3nnnn3c12 | 90
COc1ccc(-c2csc(NCc3ccco3)n2)cc1 | 102
CS(=O)(=O)c1ccc2nc(NC(NC(=O)c3ccco3)(C(F)(F)F)C(F)(F)F)sc2c1 | 90
Cc1c(NC(=O)CSc2nc(-c3ccco3)cc(C(F)(F)F)n2)c(=O)n(-c2ccccc2)n1C | 93
COC(=O)c1ccc(CSc2nnc(-c3ccncc3)o2)o1 | 90
O=C1CC(=O)N(Cc2ccco2)C(=O)N1 | 88

The results go on.
Structure | SKBR3 24h inh
COc1ccc(/C(O)=C2\C(=O)C(=O)N(CCN(C)C)C2c2cccc(OC)c2OC)cc1Cl (stereo not given) | 98
O=C(CCCC(=O)OCC(=O)NC1CCCC1)Nc1ccccn1 | 109
O=C(Nc1ccccc1)c1ccc(NCC2CCCO2)c(S(=O)(=O)N2CCOCC2)c1 (stereo not given) | 91
COc1ccc(C2C3=C(CC(C)(C)CC3=O)Oc3ncn(CCO)c(=N)c32)cc1OC (stereo not given) | 88
Cn1ncc2c1ncn1nc(COc3ccc4ccccc4c3)nc21 | 99
Cn1c(-c2nonc2NC(=O)c2ccc(C(C)(C)C)cc2)nc2ccccc21 | 67
COc1ccc(C(=O)CSc2nnc(C(CO)NC(=O)c3ccc(OC)cc3)n2C)cc1 (stereo not given) | 107
CCCn1c(NCc2ccco2)nc2ccccc21 | 95
CCOc1ccc(N2CC(C(=O)NCCc3ccc(OC)c(OC)c3)CC2=O)cc1 (stereo not given) | 67
O=C(CCc1ccccc1)Nc1nc2n(n1)C(c1ccc(Cl)cc1)CC(=O)N2 (stereo not given) | 80
CCOCc1cc(C2NC(=O)NC(C)=C2C(=O)OCC)ccc1OC (stereo not given) | 96
COc1cccc(C(=O)N(CN2CCCC2=O)c2cc(C)on2)c1 | 99
COC(=O)c1ccccc1NC(=O)CSc1nccn1C | 94
O=C(CSc1nc2ccccc2n1CC(=O)N1CCCC1)N1CCN(C(=O)c2ccco2)CC1 | 98
COc1ccccc1NC(=O)N(Cc1ccccc1)c1ccccn1 | 69
COC(=O)c1cn(CC(=O)NCc2cccs2)c2ccccc12 | 108
COc1ccc(-c2ccc(CCC(=O)O)n2NC(=O)c2cccs2)cc1 | 95
Cn1c(=O)c2c(ncn2CC(=O)Nc2nnc(Cc3ccccc3)s2)n(C)c1=O | 101
Cn1c(=O)[nH]c(=O)c2c1nc(SCCN1CCOCC1)n2Cc1ccccc1 | 77
Cc1cc(C)cc(N(CC(=O)NCc2ccco2)C(=O)CCC(=O)Nc2ccccn2)c1 | 90
CC1(C)Oc2ccc(C(=O)NC3CCCC3)cc2N(CC(=O)NC2CCCCC2)C1=O | 88
Cc1sc2nc(-c3ccco3)oc(=O)c2c1C | 92
COc1ccccc1CC(=O)Nc1ccc(-c2nnc(-c3ccco3)o2)cc1 | 100
Cc1cc(O)c(-c2cc(C(=O)Nc3ccc(S(=O)(=O)N4CCOCC4)cc3)[nH]n2)cc1C | 95
O=C(/C=C/Nc1ccc(F)cc1)c1ccco1 | 96
Cn1c(C(=O)N2COCC2(C)C)cc2c(=O)n3ccccc3nc21 | 74
COCCn1c(=O)[nH]c2cc(C(=O)OC)ccc2c1=O | 84
O=C1CCCc2nc(N3CCCCC3)sc21 | 104
CCCCC(=O)Nc1ccc(Cl)cn1 | 117
Cc1nc(SCCO)c2oc3ccccc3c2n1 | 109
COC(=O)c1ccc(NC(=O)CN(C2CCCCC2)S(C)(=O)=O)cc1 | 90
O=C1C2=C(c3ccccc31)[N+](=O)[C@@H]1CCCC[C@@H]1N2[O-] | 86
COc1ccccc1CN(Cc1ccco1)S(=O)(=O)c1ccc(-n2cnnn2)c(OC)c1 | 98
COc1ccc(CCN2C(=O)CC(Nc3ccc(N4CCOCC4)cc3)C2=O)cc1OC (stereo not given) | 103
NC1=NC(c2ccc(Br)cc2)n2c(nc3ccccc32)N1 (stereo not given) | 72
COc1ccc(C)cc1S(=O)(=O)N(CC(=O)O)c1ccc(F)cc1 | 88
CN1CCc2c(sc3nc(SCC(N)=O)n(-c4ccccc4)c(=O)c23)C1 | 88
COc1cccc(C(=O)Nc2nc(-c3ccc(S(=O)(=O)N4CCOCC4)cc3)cs2)c1 | 70
COc1ccc(C(=O)NCCn2ccc3ccccc32)cc1 | 95
C=CCSc1nnc(NC(=O)CSc2ccccn2)s1 | 91
COc1cc(C(=O)N2CCC(NC(=O)C(Cc3ccccc3)NC(C)=O)CC2)cc(OC)c1OC (stereo not given) | 81

A different layout for part of the listing above.
COc1ccc(CCN2C(=O)CC(Nc3ccc(N4CCOCC4)cc3)C2=O)cc1OC (stereo not given)
  SKBR3 24h inh: 103
NC1=NC(c2ccc(Br)cc2)n2c(nc3ccccc32)N1 (stereo not given)
  SKBR3 24h inh: 72
